14-3-3g Raf = 14-3-3 gamma protein interaction modulation. FP, 14-3-3gamma / TMR-pS259-Raf peptide binding. inhibition, % at 40 µM. hit rate 0.19% among 160,000; in the data active means inhibition above about 30%;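 further: 0% = protein plus tracer without compound and 100% = blank with tracer alone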
Target sequence (P61981 whole entry, looked up): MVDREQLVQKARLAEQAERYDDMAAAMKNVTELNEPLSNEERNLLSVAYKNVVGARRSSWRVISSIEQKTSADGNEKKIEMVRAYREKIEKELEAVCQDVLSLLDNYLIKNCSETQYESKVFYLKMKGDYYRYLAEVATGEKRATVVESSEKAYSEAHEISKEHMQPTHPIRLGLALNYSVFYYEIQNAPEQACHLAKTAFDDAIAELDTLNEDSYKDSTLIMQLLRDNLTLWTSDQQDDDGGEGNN
* hit, by the source's call; & = joins results of further samples.

| smiles | 14-3-3g Raf |
| --- | --- |
| COc1cc2c(cc1NC(=O)COc1cc(C)ccc1C)oc1ccccc12 | -2 |
| COc1cc(C2C3=C(CC(C)(C)CC3=O)OC3=C2C(=O)CC(C)(C)C3)ccc1Oc1ccc(C(F)(F)F)cc1[N+](=O)[O-] | 2 |
| Cc1ccc(NC(=O)c2ccc3c(=O)n(-c4ccccc4)c(=S)[nH]c3c2)cc1F | 2 |
| O=C(CC1Sc2ccccc2NC1=O)Nc1ccc(I)cc1 (stereo not drawn) | -1 |
| CCCN(C(=O)CCc1nc(-c2ccc(OC)cc2)no1)c1cccc(Cl)c1 | 1 |
| CCC1SC2=NC(C)=C(C(=O)OC)C(c3ccccc3[N+](=O)[O-])N2C1=O (stereo not drawn) | -8 |
| COC(=O)c1sc(=S)n(-c2ccc(Cl)cc2)c1C | -1 |
| CCOC(=O)c1cnc2ccc(OC)cc2c1Nc1cccc([N+](=O)[O-])c1 | -4 |
| COc1ccc(Cc2cnc(NC(=O)COc3cccc(C)c3)s2)cc1 | 2 |
| C=CCOC(=O)C1=C(C)NC(=O)NC1c1ccc(Cl)cc1 (stereo not drawn) | -2&8 |
| COc1ccc(OC)c(S(=O)(=O)NC(C)c2ccccc2)c1 (stereo not drawn) | 3 |
| COc1ccc(Cn2c(=S)[nH]c3ccc(F)cc3c2=O)cc1 | -11 |
| [O-][n+]1onc2c1CCc1nnccc1-2 | -7 |
| CCOC(=O)N1CCC2(CC1)CC(=O)c1c(ccc3oc(C(=O)O)c(C)c13)O2 | -2 |
| COc1ccc(C)cc1NC(=O)CN(c1cc(C(F)(F)F)ccc1Cl)S(C)(=O)=O | 2 |
| COC(=O)c1oc2ccc(Br)cc2c1NC(=O)c1ccccc1 | 1 |
| COC(=O)c1ccccc1NC(=O)CSc1ccccn1 | 1 |
| COCCCNC(=O)c1c(O)c2c([nH]c1=O)CCCC2 | -3 |
| O=C(O)C1CSC(c2ccc(Cl)cc2)N1 (stereo not drawn) | -6 |
| O=C(c1cccc(S(=O)(=O)NCCOc2ccccc2)c1)N1CCN(c2ncccn2)CC1 | -4 |
| Cc1oc(-c2ccccc2)nc1C(=O)OCC(=O)NC(=O)NCC(C)C | -9 |
| NC(=O)Cn1c(S(=O)(=O)Cc2ccccc2)nc2ccccc21 | -6 |
| CC(OC(=O)c1ccc2c(c1)C(=O)N(c1ccc(F)cc1)C2=O)C(=O)c1ccccc1 (stereo not drawn) | -14 |
| COc1ccc(-c2nc(CS(=O)(=O)CC(=O)Nc3ccc(Cl)cc3)c(C)o2)cc1 | -10 |

An excerpt from above in order of heavy-atom count, low to high.
| smiles | 14-3-3g Raf |
| --- | --- |
| COCCCNC(=O)c1c(O)c2c([nH]c1=O)CCCC2 | -3 |
| COC(=O)c1ccccc1NC(=O)CSc1ccccn1 | 1 |
| NC(=O)Cn1c(S(=O)(=O)Cc2ccccc2)nc2ccccc21 | -6 |
| COc1ccc(C)cc1NC(=O)CN(c1cc(C(F)(F)F)ccc1Cl)S(C)(=O)=O | 2 |

The main list resumes; the 3 compounds before the break are reprinted first.
| smiles | 14-3-3g Raf |
| --- | --- |
| NC(=O)Cn1c(S(=O)(=O)Cc2ccccc2)nc2ccccc21 | -6 |
| CC(OC(=O)c1ccc2c(c1)C(=O)N(c1ccc(F)cc1)C2=O)C(=O)c1ccccc1 (stereo not drawn) | -14 |
| COc1ccc(-c2nc(CS(=O)(=O)CC(=O)Nc3ccc(Cl)cc3)c(C)o2)cc1 | -10 |
| O=C1CC(N2CCC(C(=O)N3CCCCC3)CC2)C(=O)N1 (stereo not drawn) | 2 |
| CCOCCCNCc1ccc(OC)cc1 | -4 |
| CCCS(=O)(=O)CCCl | -6 |
| CC1(C)Cc2nc(NCCO)c(C#N)cc2CO1 | -1 |
| O=C(CCCn1c(=O)[nH]c2ccccc2c1=O)NCCC1=CCCCC1 | -4 |
| COc1ccc(NC(=O)CN(c2ccc(C)cc2)S(C)(=O)=O)c(OC)c1 | -3 |
| O=C(O)c1ccc(N2CC3CC(C2)c2cccc(=O)n2C3)c(NS(=O)(=O)c2cccc(Cl)c2)c1 (stereo not drawn) | -4 |
| CCCN(CC1CC1)c1nc(C)nc(Nc2c(Cl)cc(Cl)cc2Cl)c1Cl | -5 |
| CCC(C)NC(=O)c1cc(=O)[nH]c2ccc(S(=O)(=O)N3CCCC3)cc12 (stereo not drawn) | 5 |
| CCS(=O)(=O)Nc1ccc2c(c1)N(C(C)=O)c1ccccc1CC2 | -1 |
| COc1ccc(CNc2nc3nc(-c4ccccc4)cc(=O)n3[nH]2)cc1OC | 3 |
| CCOC(=O)c1sc2nc(SCC(=O)N3CCCC3)n(Cc3ccc(C)cc3)c(=O)c2c1C | -1 |
| O=C(Nc1cccc(-c2nc3ccccc3o2)c1)c1cccnc1Cl | -249 |
| CCOC(=O)c1sc(NC(=O)CSc2nc(-c3ccco3)cc(C(F)(F)F)n2)c(C#N)c1C | -5 |
| CC(=O)c1cc2c(cc1NC(=O)c1cc3nc(-c4ccc(C)cc4)cc(C(F)(F)F)n3n1)OCO2 | -5 |
| COc1ccccc1-n1c(SCC(=O)N2CCCC2)nc2cccnc21 | -8 |
| COc1ccc(OC)c(CCNC(=O)CS(=O)(=O)Cc2nc(-c3ccccc3C)oc2C)c1 | -2 |
| Cn1c(=O)c2c(ncn2CC(=O)Nc2nnc(Cc3ccccc3)s2)n(C)c1=O | -6 |
| COc1ccccc1C1C2CCCCC2(O)CCN1CC(=O)Nc1ccccc1 (stereo not drawn) | -1 |
| O=C(NCc1ccccc1Cl)C(Cc1ccccc1)NS(=O)(=O)c1cccs1 (stereo not drawn) | -12 |
| CCCNC(=O)Nc1ccc(I)cc1C | -1 |
| Cn1c(=O)[nH]c(=O)c2c1nc(SCCN1CCOCC1)n2Cc1ccccc1 | 0&-2 |
| COc1cccc(OC(=O)c2cc3cc(Br)ccc3oc2=O)c1 | 3 |
| CC(C)(C)C(=O)CN1CCN(S(=O)(=O)c2ccc(F)cc2)CC1 | 3 |

Single entries from the entries so far:
COc1ccccc1C1C2CCCCC2(O)CCN1CC(=O)Nc1ccccc1 (stereo not drawn) | 14-3-3g Raf = -1
Cn1c(=O)[nH]c(=O)c2c1nc(SCCN1CCOCC1)n2Cc1ccccc1 | 14-3-3g Raf = 0&-2

(next part)
| smiles | 14-3-3g Raf |
| --- | --- |
| COc1ccc(C(CC(=O)NC(C)(C)C)n2cccc2)cc1 (stereo not drawn) | 6 |
| OC(CN1CCN(c2ccccc2Cl)CC1)Cn1c2ccccc2c2ccccc21 (stereo not drawn) | 2 |
| CC(=O)c1ccc(N2CN=C3SCC(=O)N3C2)cc1 | 3 |
| Cc1sc2c(c1C)c(=O)n(-c1ccc(Cl)cc1)c(=O)n2CC(=O)N1CCCCCC1 | 3 |
| COc1ccc([N+](=O)[O-])cc1COc1cc(C)cc2oc(=O)cc(-c3ccccc3)c12 | 2 |
| O=C(CSc1nnc(-c2ccc3c(c2)OCCO3)o1)Nc1nccs1 | 2 |
| Cc1ccccc1OCC(=O)N1N=C2CCC(C)CC2C1(O)C(F)(F)F (stereo not drawn) | 6 |
| C=CCN(c1ccccc1)C(C(=O)NC1CCCC1)c1ccc(Cl)cc1 (stereo not drawn) | -3 |
| COc1ccccc1-c1nc(-c2ccc(NC(=O)c3ccncc3)cc2)no1 | -38 |
| CN1CCc2c(sc(N)c2C(N)=O)C1 | -63 |
| CC(C)NC(=O)CCNC(=O)Cn1cnc2sc3c(c2c1=O)CCCC3 | 0 |
| COc1ccc(Cl)cc1NC(=O)c1sc2nc(C)nc(N3CCCCC3C)c2c1C (stereo not drawn) | 2 |
| CCOC(=O)c1ccc2c(c1)N(Cc1cc(C)ccc1C)C(=O)CS2 | -4 |
| Cc1ccc2nc(NCCCO)[nH]c2c1 | 6 |
| CCC(C)c1ccc(O)c(NC(=O)c2cccnc2)c1 (stereo not drawn) | -9 |
| NC(=O)C1(N2CCCCC2)CCN(C2CC(=O)N(c3ccccc3)C2=O)CC1 (stereo not drawn) | -10 |
| CCOC(=O)c1cc([N+](=O)[O-])sc1NC(=O)c1ccc(S(=O)(=O)N2CCCC2)cc1 | -142 |
| COc1ccc(-c2ccc(CCC(=O)O)n2NC(=O)c2cccs2)cc1 | -2 |
| COc1ccc(C(=O)Nc2cccc(C(C)=O)c2)cc1OC | -1 |
| O=C(CCCCn1c(=O)c2ccccc2n(Cc2ccc(Cl)cc2)c1=O)NC1CCCC1 | -3 |
| O=S(=O)(Nc1ccccc1)c1ccc(Cl)s1 | -19 |
| N#Cc1c(NC(=O)c2cnn3c(C(F)(F)F)cc(-c4ccccc4)nc23)sc2c1CCCC2 | -2 |
| Cc1cc(C)c(S(=O)(=O)N2CCN(CCO)CC2)c(C)c1 | -2 |
| Cc1cc(C(F)(F)F)nc(SCC(=O)Nc2c(C)n(C)n(-c3ccccc3)c2=O)n1 | -1 |
| COc1cccc2c1OC1(C)CC2NC(=S)N1c1cccc(Cl)c1 (stereo not drawn) | -4 |
| CCn1c(=O)c2cc(C(=O)Nc3cc(C)on3)sc2c2ccccc21 | 1 |
| COc1cc(C2NC(=O)CS2)cc(OC)c1OC (stereo not drawn) | -3 |
| COC(=O)c1cn(CC(=O)NCc2cccs2)c2ccccc12 | 3 |
| Oc1ccc(Cl)cc1C1=Nc2ccccc2N=C(c2ccco2)C1 | -7 |
| Cc1c(NC(=O)CSc2nc3ccc(NC(=O)c4ccc(Br)cc4)cc3s2)c(=O)n(-c2ccccc2)n1C | -24 |
| Cc1ccc(-n2nc3c(c2NC(=O)c2ccccc2Cl)CSC3)c(C)c1 | 2 |
| O=C(Nc1nccs1)c1ccc2c(c1)C(=O)N(c1ccccn1)C2=O | -14 |
| CC(C)(CC(=O)NCCc1ccc(Cl)cc1)CC1=NS(=O)(=O)c2ccccc2N1 | -3 |
| CN(C)CCNC(=O)c1ccc2c(=O)n(CCC3=CCCCC3)c(=S)[nH]c2c1 | -1 |
| CC(=O)c1c(C)[nH]c(C(=O)Nc2ccc(Br)c(C)c2)c1C | 2 |
| COc1ccccc1NC(=O)N(Cc1ccccc1)c1ccccn1 | -5 |
| O=C(Nc1ccc(-c2nc3ccccc3s2)cc1)c1ccccc1Cl | -1 |
| O=C(CSc1nc2ccccc2n1CC(=O)N1CCCC1)N1CCN(C(=O)c2ccco2)CC1 | 0 |
| CCCS(=O)(=O)NCc1ccc2[nH]c(C)cc2c1 | 0 |
| Cc1cc(C)c(S(=O)(=O)N(C(=O)c2ccncc2)c2ccc3oc4c(c3c2)CCCC4)c(C)c1 | -7 |
| Clc1ccc(NC(c2ccccc2Cl)c2nnnn2-c2ccccc2)cc1 (stereo not drawn) | 0 |
| Cc1ccc(SCc2cn3ccsc3n2)cc1 | -11 |
| Cc1ccc(-n2c(=O)c3sccc3n(Cc3cccc(F)c3)c2=O)cc1F | 0 |
| O=C(NCCN1CCOCC1)c1cc(=O)[nH]c2ccc(S(=O)(=O)N3CCCCCC3)cc12 | -5 |
| Cc1ccnc(NC(=O)Nc2ccc3c(c2)N(C)C(=O)CS3)c1 | -104 |
| Cc1cc(C)c(C#N)c(SCc2ccccc2)n1 | 2 |
| CCSc1nc2ccccc2n1Cc1ccccc1C | -2 |
| COc1ccc(C2C(C(=O)N3CCN(c4ccccc4)CC3)c3cc(OC)c(OC)cc3C(=O)N2C)cc1 (stereo not drawn) | 0 |
| Cc1ccc2c(c1)c1c(n2C)C(C(N)=O)CCC1 (stereo not drawn) | -2&0 |
| O=C(COC(=O)c1cncc(Br)c1)NCCC1=CCCCC1 | -12 |
| Cc1ccc(S(=O)(=O)C(C#N)c2nc3ccccc3nc2OC(C)C)cc1 (stereo not drawn) | -4 |
| CC(C)CCNC(=O)Cc1ccc(Nc2nc(=S)[nH]c3ccccc23)cc1 | -8 |
| CC(C)CC1NC2(C(=O)N(Cc3ccccc3F)c3ccccc32)C2C(=O)N(Cc3ccccc3)C(=O)C12 (stereo not drawn) | 3 |
| CCOc1ccccc1C1C(C(=O)OC2CCCCC2)=C(C)NC2=C1C(=O)CCC2 (stereo not drawn) | -3 |
| COc1ccccc1NC(=O)Cc1noc(CSc2cc(C)c3ccccc3n2)n1 | -39 |
| COc1cc([N+](=O)[O-])ccc1NC(=O)c1ccco1 | -5 |

Sorted by value in 14-3-3g Raf (rising): 3 of the compounds above.
SMILES,14-3-3g Raf
O=C(COC(=O)c1cncc(Br)c1)NCCC1=CCCCC1,-12
Cc1ccc(S(=O)(=O)C(C#N)c2nc3ccccc3nc2OC(C)C)cc1 (stereo not drawn),-4
CCOc1ccccc1C1C(C(=O)OC2CCCCC2)=C(C)NC2=C1C(=O)CCC2 (stereo not drawn),-3

Not all compounds are listed (hit frequency here may not be typical).
